Source: PubChem
NR2E3 ag-1: inhibitors of NR2E3-RetCOR corepressor binding, primary screen, NR2E3 agonist project, biochemical, TR-FRET, GST-NR2E3, biotin-RetCOR; AID 2300, 2010; inhibition of corepressor binding, % at 4.78 µM; 320,000 tested, 0.12% active; Photoreceptor-specific nuclear receptor (Homo sapiens), Q9Y5X4; 1536-well;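 active means percent inhibition above the cutoff of mean plus 3 SD of all tested compounds, set per screening campaign, cut at about 20% in these data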;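 further: 0% = DMSO wells and 100% = biotin wells as full block of FRET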
Target sequence (Q9Y5X4 whole entry, looked up): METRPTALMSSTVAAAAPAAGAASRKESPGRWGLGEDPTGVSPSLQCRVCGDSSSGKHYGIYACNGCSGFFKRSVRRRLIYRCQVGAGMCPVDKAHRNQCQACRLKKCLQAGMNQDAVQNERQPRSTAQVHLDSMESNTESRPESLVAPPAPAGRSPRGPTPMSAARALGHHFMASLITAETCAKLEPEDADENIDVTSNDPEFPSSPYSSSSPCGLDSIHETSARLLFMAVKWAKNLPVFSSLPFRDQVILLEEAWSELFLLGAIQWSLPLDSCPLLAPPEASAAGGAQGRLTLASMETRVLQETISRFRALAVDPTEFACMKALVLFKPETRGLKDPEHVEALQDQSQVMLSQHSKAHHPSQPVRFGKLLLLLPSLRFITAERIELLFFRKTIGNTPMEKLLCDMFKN
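Test system – NR2E3–RetCOR corepressor complex · Quantity – NR2E3 fusion 1.35 nM · Buffer or medium – Tris pH 7.5 · Incubation – Compound–protein incubation for 5 h at 4 °C · Technique – TR-FRET, Eu(K)-anti-GST donor, streptavidin-D2 acceptor, ex 340, em 617/671 nm · Evaluation – percent inhibition of 671/617 nm emission ratio versus biotin and DMSO controls · Plate – 1536-well format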
Shn3 3UTR inh: reduction of Shn3 3'UTR firefly luciferase signal, primary screen, Schnurri-3 inhibitor project, cell-based, Clone20 osteoblasts, set 2; AID 588674, 2011; inhibition, % at 12.5 µM; Clone20 osteoblast Shn3 3'UTR firefly luciferase, 24 h; 360,000 tested, 0.52% active;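 active means mean inhibition of at least 75% with every replicate also reaching 75%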;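 further: 0% = median of neutral control wells and 100% = pilot-screen positive control compound; some compounds past the cut are filed as inactive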
HIF-2a inh: HIF-2a reporter inhibitors, primary screen, luminescence, 786-0 RCC cells; 786-0 RCC cells HIF-2a reporter, luciferase luminescence, overnight; inhibition, % at 18.8 µM; 360,000 tested, 0.72% active; AID 624352, 2012;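 active means inhibition of the luminescence signal of 40% or more relative to plate controls, in a single-dose primary screen at 18.75 µM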
PDI turbidity: inhibitors of human PDI, primary screen, biochemical, turbidity, single point, plate reader; 350,000 tested, 0.052% active; inhibition, % at 10 µM; PDI insulin aggregation turbidity, A650, 90 min;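 active means mean inhibition across replicates of 30% or more, whatever share of single replicates reach that level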;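 further: absorbance from insulin aggregation driven by PDI reduction with DTT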
Target sequence (P07237 whole entry, looked up): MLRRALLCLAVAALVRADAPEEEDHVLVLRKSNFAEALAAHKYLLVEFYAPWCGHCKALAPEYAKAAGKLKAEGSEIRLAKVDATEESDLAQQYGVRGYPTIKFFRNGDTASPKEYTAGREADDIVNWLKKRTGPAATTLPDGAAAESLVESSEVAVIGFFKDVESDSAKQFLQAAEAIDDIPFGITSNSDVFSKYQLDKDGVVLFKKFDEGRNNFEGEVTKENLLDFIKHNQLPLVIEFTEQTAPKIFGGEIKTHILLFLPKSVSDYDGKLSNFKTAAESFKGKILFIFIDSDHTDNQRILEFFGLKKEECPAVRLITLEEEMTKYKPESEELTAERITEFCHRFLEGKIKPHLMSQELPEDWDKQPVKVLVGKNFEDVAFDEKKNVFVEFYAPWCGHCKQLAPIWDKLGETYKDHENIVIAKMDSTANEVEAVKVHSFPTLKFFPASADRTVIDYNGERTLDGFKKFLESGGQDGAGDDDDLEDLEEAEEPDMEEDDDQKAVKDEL
NR2E3 ag-2: NR2E3 agonists in two-hybrid cells, primary screen, cell-based, luminescence, CHO-S, Gal4-NCOR/VP16-NR2E3 | inhibition of corepressor binding, % at 3.98 µM | luciferase | Photoreceptor-specific nuclear receptor (Homo sapiens), Q9Y5X4 | AID 602229, 2012 | 360,000 tested, 0.35% active;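 active means inhibition above the mean of all tested compounds plus 3 SD, cut at about 70% in these data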;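 further: 0% = DMSO with NR2E3 transfected cells and 100% = cells lacking NR2E3 construct; higher means lower luciferase signal from less NR2E3 corepressor binding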
CaV13 FRET inh: Disruptors of the CACNA1D IQ motif to Ca2+-dependent inactivation inhibitor domain association, primary screening, Förster resonance energy transfer in intact living …; HEK cells, CFP/YFP FRET ICDI-IQ, plate reader, 10 min; percent FRET-ratio fall versus neutral wells; AID 743397; 340,000 tested, 0.098% active; inhibition, % at 12.3 µM;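 active means mean replicate inhibition of at least 30% and at least 1% of replicates passing that level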;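 further: 0% = median of the neutral control wells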
Peg3 prom inh: Peg3 promoter-driven luciferase inhibitors, primary screen, cell-based, HeLa, luciferase luminescence. HeLa PEG-Prom luciferase reporter, overnight. AID 588405, 2011. 360,000 tested, 1.7% active. inhibition, % at 20 µM;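 active means inhibition of at least 50% at 20 µM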
HTR2A ag: mouse Htr2a agonists via beta-arrestin recruitment, primary screen, cell-based, luminescence; 5-hydroxytryptamine receptor 2A (Mus musculus), P35363; activation, % at 7.6 µM; 360,000 tested, 0.66% active; CHO-K1 mHTR2A beta-arrestin complementation; percent of 30 µM serotonin response;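 active means activation above a run cutoff, the mean activation of all tested compounds plus 3 SD, cut at about 14% in these data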;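 further: 0% = plate median of compound wells and 100% = 30 µM serotonin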
hiPSC survival: enhancers of single-cell hiPSC survival, primary screen, ATPlite luminescence. 100% = ROCK inhibitor wells, 0% = DMSO. survival enhancement, % at 20 µM. 360,000 tested, 0.044% active; in the data active means survival enhancement above about 18%;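 further: cells exposed to compounds for 16 hours before the ATP read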
Cardio protect: cardioprotection against H2O2-induced cell death, primary screen, uHTS, H9c2 cells, ATPLite luminescence | H9c2 cardiomyocytes, H2O2 injury protection, 2 h | protection from H2O2 cell death, % at 20 µM | 360,000 tested, 0.63% active | AID 588492, 2011;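 active means compounds giving at least 50% protection of heart cells from peroxide-induced death in the single-dose screen, raw or plate-pattern-corrected value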;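 further: 0% = DMSO wells with peroxide and 100% = DMSO wells without peroxide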
MITF TRPM1 inh: inhibitors of MITF-dependent TRPM1 promoter reporter, primary screen, cell-based, SK-MEL-5, single point, luciferase | SK-MEL-5 TRPM1 promoter luciferase, 24 h | inhibition, % at 12.5 µM | 330,000 tested, 0.83% active | AID 488899, 2010;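 active means mean inhibition across replicates of 60% or more, whatever share of single replicates reaches that level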; further: values of inactives mirror those of a sister screen read the other way
Numbers without * were called inactive; · = not tested or not shown.

SMILES	NR2E3 ag-1	Shn3 3UTR inh	HIF-2a inh	PDI turbidity	NR2E3 ag-2	CaV13 FRET inh	Peg3 prom inh	HTR2A ag	hiPSC survival	Cardio protect	MITF TRPM1 inh
CCc1ccc2c(c1)cc(CN(C(=S)Nc1ccccc1)C1CC1)c1nnnn12	1	18	0	-7	-5	-8	23	2	-0.8	-10	9
Cc1cc(NC(=O)CSc2nc3c(cnn3-c3cccc(Cl)c3)c(=O)[nH]2)no1	·	-25	1	16	-13	-7	23	5	0.3	-1	13
COC(=O)Cc1ccc(NC(=S)NNC(=O)c2ccccc2Br)cc1	0	-2	4	-6	-26	-3	-16	-2	0.9	2	-3
COc1ccc(-n2ncc3c(SCC(=O)OC(C)C)ncnc32)cc1	·	7	3	-7	-8	-7	-12	-4	-1.8	-9	·
c1ccc2c(CN3CCSCC3)cccc2c1	1	-4	5	-4	1	-18	11	-3	0.5	2	6
COC(=O)N1C/C=C\C(c2ccc(OC)cc2)N(Cc2ccc(F)cc2)C(=O)C1 (centres undefined)	-5	-8	1	1	10	-10	4	1	-3.0	6	-3
CCC(C)NC(=S)NNC(=O)c1ccncc1 (centres undefined)	3	-4	4	-2	16	-3	6	11	-0.8	-11	-2
O=C(NCCN1CCc2ccccc2C1)Nc1ccc([N+](=O)[O-])cc1	2	29	-3	-2	23	-4	0	5	0.8	-6	11
Cc1cccc(NC(=O)CNC(=O)CSc2nnc(C(F)(F)F)n2C)c1C	8	-3	-9	-5	-26	-2	-6	0	-0.6	1	6
c1ccc(CNCC2COc3ccccc3O2)cc1 (centres undefined)	0	-30	-84	5	-12	-6	-27	3	-2.5	0	-22
CCCCn1c(N)c(N(CC)C(=O)c2cnc(C)cn2)c(=O)[nH]c1=O	1	2	14	10	5	-7	-1	2	0.7	6	-3
COC(=O)c1ccc[n+](CCc2c[nH]c3ccccc23)c1	1	-4	11	·	7	·	19	-2	-1.7	1	·
Cc1cc(NC(=O)c2ccc3c(c2)OCCO3)no1	2	15	18	1	-165	·	29	1	-6.1	-31	15
CCn1c(N2CCN(C(=O)NC3CCCCC3)CC2)nc2ccccc21	1	6	6	7	-29	-5	-2	2	-2.0	8	2
CS(=O)(=O)N1CCC(C(=O)Nc2cccc([N+](=O)[O-])c2)CC1	-4	-4	18	8	10	-1	-11	-2	1.7	7	-10
CCc1ccc(C(=O)NNc2cc(Cl)cc(Cl)c2)cc1	1	39	-25	-2	-8	-12	-1	-4	-0.6	-13	-3
O=C1NC(c2ccc(Cl)cc2)Nc2ccccc21 (centres undefined)	8	-3	-17	4	2	-6	-5	8	3.8	5	5
C=C(C)c1cccc(C(C)(C)NC(=O)N2CCN(c3ccccc3OC)CC2)c1	1	-8	19	2	9	-4	14	0	0.4	-1	13
Cc1sc2c(c1C)C(=O)NC(c1ccccc1F)N2 (centres undefined)	2	-16	-270	5	-76	-4	-295	5	-0.3	-2	-49
Cn1c(=O)[nH]c(=O)c2c1nc(Br)n2CCCO	4	-5	2	-1	14	-4	7	6	-0.3	7	-6

Single values from the entries so far.
CCn1c(N2CCN(C(=O)NC3CCCCC3)CC2)nc2ccccc21 – HTR2A ag: 2
Cc1cc(NC(=O)CSc2nc3c(cnn3-c3cccc(Cl)c3)c(=O)[nH]2)no1 – HTR2A ag: 5
Cc1cc(NC(=O)c2ccc3c(c2)OCCO3)no1 – HTR2A ag: 1
CCc1ccc2c(c1)cc(CN(C(=S)Nc1ccccc1)C1CC1)c1nnnn12 – NR2E3 ag-1: 1
C=C(C)c1cccc(C(C)(C)NC(=O)N2CCN(c3ccccc3OC)CC2)c1 – Shn3 3UTR inh: -8
CS(=O)(=O)N1CCC(C(=O)Nc2cccc([N+](=O)[O-])c2)CC1 – HTR2A ag: -2

(further entries)
SMILES	NR2E3 ag-1	Shn3 3UTR inh	HIF-2a inh	PDI turbidity	NR2E3 ag-2	CaV13 FRET inh	Peg3 prom inh	HTR2A ag	hiPSC survival	Cardio protect	MITF TRPM1 inh
COc1ccc(NC(=S)N2CCC(N(C)CCN3CCOCC3)CC2)cc1	2	17	-4	0	-8	-3	-189	1	4.0	-9	-7
COc1ccc(S(=O)(=O)N2CCC(C(N)=O)(N3CCCCC3)CC2)cc1OC	-4	44	11	-6	-10	-3	9	9	-0.4	-5	3
COc1ccccc1/C=C/C(=O)OCc1nc2ccccc2c(=O)[nH]1	0	5	2	3	-6	-4	6	-1	0.5	4	6
Cc1cccc(NC(=O)CN(C)CC(=O)NC(c2ccccc2)c2ccccc2)c1C	5	-19	1	1	-7	-6	-5	-8	4.4	7	-2
COc1ccccc1CNC(=O)c1ccc(CS(=O)(=O)c2ccc(C)cc2)o1	0	-9	-1	2	-26	-2	8	2	-0.3	2	-9
O=C(CSc1ncccn1)NC(=O)Nc1ccc2c(c1)OCCO2	4	-19	-200	3	-49	-20	-101	-1	-0.7	2	-48
Cc1cccc(NC(=O)NNC(=O)c2c(Cl)c(C)nn2C)c1	0	-1	13	0	-16	-4	22	-1	-0.5	-10	-3
Cc1ccc(C)c(NC(=O)CSc2nnc(CSc3nc(C)cc(C)n3)n2Cc2ccco2)c1	1	6	23	11	-6	-5	14	-1	3.6	12	3
O=C(NCC(c1ccco1)N1CCCCC1)c1ccc(COc2ccc(Cl)cc2)cc1 (centres undefined)	·	32	-44	-1	5	-6	-1	-13	0.1	-7	-12
CC(=O)Nc1c(O)nc(SCC(=O)Nc2cccc(C)c2)[nH]c1=O	-2	-12	-5	-3	8	-9	-6	-1	-0.1	-3	-1
COc1ccc(CC(=O)NC(C)c2nnc(SCCC(=O)Nc3ccccc3)n2C)cc1 (centres undefined)	5	1	15	1	13	-1	-5	6	-0.3	-4	-3
CCOC(=O)c1sc(N)c(C#N)c1CSc1nnc(C2CCCCC2)n1N	1	5	-6	1	-14	-5	-13	-4	-0.9	0	12
FC(F)(F)c1ccc(N/N=C/c2cccnc2)nc1	1	-48	-167	2	-12	-7	-211	-3	-0.6	-5	-56
COc1ccc(NC(=O)CSc2c3c(nc4cc(Cl)ccc24)CCCC3)cc1OC	2	44	20	2	-12	-5	8	-3	-0.4	-15	17
CCn1c(=O)c(C(=O)NCc2ccc(OC)cc2)c(O)c2ccccc21	-2	9	26	-1	-3	·	15	9	-3.0	49	6
O=C(O)COc1ccccc1/C=N/NC(=O)CNC(=O)c1ccc(F)cc1	-3	28	17	0	-41	-4	0	1	0.1	7	1
CCn1c(/C=C\c2ccccc2C)nc2ccccc2c1=O	-1	-18	-110	-2	-44	-4	-79	0	-1.1	-3	-15
O=C(NCCCc1ccccc1)c1cccc(Br)c1	-1	-33	-113	-3	-61	-5	-90	-5	0.4	-1	-26
O=C(O)C1CC(=O)N(c2ccc(OCc3ccc(Br)cc3)cc2)C1 (centres undefined)	1	9	-15	-10	-22	0	-40	-6	0.0	-4	-5
Cc1ccc(CS(=O)Cc2ccc(C(=O)NC3CCCCCC3)o2)cc1 (centres undefined)	-3	12	-18	-6	-1	-4	-9	-6	0.8	-4	2
Cc1cc(=O)n2nc(N3CCC(C(=O)NCc4ccc(Cl)cc4)CC3)sc2n1	-4	7	17	-2	8	-7	-5	1	-0.2	0	9
CNNCc1ccc(C(=O)NC(C)C)cc1	3	-5	-5	0	-11	-5	-10	-4	0.8	6	-13
CCOC(=O)N1CCN(c2c(N3CCC(N4CCCCC4)CC3)c(=O)c2=O)CC1	4	-1	8	1	11	-6	12	4	-0.3	17	-14
O=C(CSc1nnc(CSc2nc3ccccc3s2)o1)NC1CCCCC1	-2	12	-9	-6	-9	·	1	9	4.9	-8	9
CCN(CC)CCNC(=O)Cn1cnc2sc(C)c(S(=O)(=O)N3CCOCC3)c2c1=O	-1	16	3	-1	8	-4	-1	0	-2.5	10	-12
Cc1cc(OCCCCCNCCO)ccc1Cl	1	20	-69	-3	-13	-4	-37	-3	-0.4	3	-10
CCOC(=O)N1CCN(C(=O)CSCc2ccccc2C)CC1	-1	-31	-68	-3	-25	-3	-55	1	-5.1	7	-20
COC(=O)[C@@H](Cc1ccccc1)NC(=O)NCCc1ccccc1	2	2	6	14	-20	-5	10	-10	-0.2	-5	-3
O=C(CCC1CCCC1)N1CCC(N2CCCCCC2)CC1	-3	1	15	-5	16	-16	3	-3	-0.6	-4	8
Cc1ccccc1NC1=C/C(=N\S(=O)(=O)c2cccs2)c2ccccc2C1=O	5	98*	93*	-4	55	-6	102*	-6	1.2	-17	87*

Entries of single compounds, quoted from the list. Order of values: NR2E3 ag-1	Shn3 3UTR inh	HIF-2a inh	PDI turbidity	NR2E3 ag-2	CaV13 FRET inh	Peg3 prom inh	HTR2A ag	hiPSC survival	Cardio protect	MITF TRPM1 inh
Cc1cc(NC(=O)CSc2nc3c(cnn3-c3cccc(Cl)c3)c(=O)[nH]2)no1 is listed with ·	-25	1	16	-13	-7	23	5	0.3	-1	13
CCn1c(=O)c(C(=O)NCc2ccc(OC)cc2)c(O)c2ccccc21 is listed with -2	9	26	-1	-3	·	15	9	-3.0	49	6
O=C(O)COc1ccccc1/C=N/NC(=O)CNC(=O)c1ccc(F)cc1 is listed with -3	28	17	0	-41	-4	0	1	0.1	7	1
